HCMV antiviral: inhibitors of human cytomegalovirus. AID 1259415. activity change, negative = inhibition, % at 57.5 µM. 4.5% of 410,000 active. HFF cells, HCMV-luciferase reporter, 72 h; active compounds read low; in the data active = activity change below about -60%; inconclusive = no clear call, values can overlap the other calls; inactive = above about -39%
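After 16 h attachment at 37C, HFF cells received test compound and HCMV-luciferase (1 PFU/cell); reporter luminescence read 72 h later, data normalized against buffer-only and known inhibitor Salinomycin.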
AMA1-RON2 inh: disrupts binding of P. falciparum AMA1 to RON2; Potency, µM (series often up to 58.2 µM), inactives show top-dose activity change, negative = inhibition, most hits filed as inhibitors; AlphaScreen AMA1-biotinylated RON2 peptide binding; 0.2% of 360,000 active; active = well fitted inhibition curve with a large enough effect; inconclusive = small, poorly fitted or top-dose-only effect; inactive = no such curve, though single readings can be large or run the other way;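 also: potency is read from the fitted curve at half-maximal effect; 0% = vehicle wells and -100% = peptide control; nearly all actives have a fitted effect of over 45% in size; some results filed as inactive show a strong effect at the top dose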
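AMA1 (3D7) with his tag at 25 nM final met compounds first, then biotinylated RON2 peptide at 25 nM; detection used donor plus acceptor beads, 10 µg/mL apiece, read by AlphaScreen after 30 min at room temperature.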
The depositor's hits bear a star; ? = inconclusive; [ ] = dose if it differs, or a comment. Unless noted, % is scaled to controls: 0 for no effect and ±100 for the full control effect.

SMILES	HCMV antiviral	AMA1-RON2 inh
Cc1cccc(-n2c(C)nc3cc(C(=O)NCCN4CCOCC4)ccc32)c1	-38	-3%
Cc1ccc2c(=O)n3c(nc2c1)C(CC(C)C)NC(=O)c1cccnc1-3 (stereo unspecified)	-14	16%
COCC(=O)N1C[C@@H](C)[C@@H](OC)CN(C)C(=O)c2ccc(NC(=O)c3cnccn3)cc2OC[C@H]1C	26	57%[activator]
Cc1cc(C)c(NC(=O)C2C(=O)Nc3ccccc3C(=O)N2C(C)(C)C)c(C)c1 (stereo unspecified)	-14	3%
CCNC(=O)c1cc2c(c(-c3cccc(-c4cc5ccccc5o4)c3)n1)[C@H](CCO)N(C(=O)NC(C)C)C2	-25	-12%
Cc1ccc(S(=O)(=O)N(C)C[C@@H]2OCc3cn(nn3)CCCC(=O)N([C@@H](C)CO)C[C@H]2C)cc1	20	0%
COc1ccc(NC(=O)CCn2c(=S)[nH]c3ccccc3c2=O)cc1Cl	-12	42%[activator]
COc1ccc(Cc2c(-c3cccc(Cl)c3)nc3ccc(Cl)cn23)c(C)c1	-23	-3%
CCc1nc2ccc(C(=O)NCCCN3CCCC3=O)cn2c1N(CC)Cc1cccc(Br)c1	10	-1%
C=CCNC(=O)CSc1nnc(-c2cccc(S(=O)(=O)N3CCOCC3)c2)o1	7	11%
CCOC(=O)c1c(NC(=S)SC)sc(C(=O)N2CCc3ccccc3C2)c1C	2	-4%
CC1(C(=O)Nc2cccnc2)Cc2c(-c3ccc4c(c3)OCO4)ccnc2O1 (stereo unspecified)	32	-24%
CC1(C(=O)Nc2ccc3c(c2)OCCO3)CN(S(C)(=O)=O)CC(=O)N1Cc1cccc(F)c1 (stereo unspecified)	23	-2%
O=C(NCCNc1ccc([N+](=O)[O-])cc1)c1ccccc1Cl	-13	0%
CC(O)C(NS(=O)(=O)c1ccc(Cl)cc1)C(=O)OCCOc1ccc(F)cc1 (stereo unspecified)	3	-5%
C=CCNc1nc(NCc2ccc(N(C)C)cc2)c2sc(-c3ccccc3)cc2n1	105	2.8µM*
CCc1nnc(NC(=O)c2ccco2)s1	57	4%
COCOCCn1cc(CN2CCS(=O)(=O)N(Cc3ccc(-c4cccc(CO)c4)cc3)C(C(C)C)C2=O)nn1 (stereo unspecified)	-1	2%
C=C(C)C(=O)Nc1ccc2nn(-c3ccccc3O)nc2c1	42	-9%
CC1Cc2nc(SCC(=O)N3CCCCC3)n(C)c(=O)c2S1 (stereo unspecified)	4	-7%
CC(C)COC(=O)N1CCCCC1c1cc(C(=O)N2CCOCC2)no1 (stereo unspecified)	9	20%
COC(=O)[C@]12CCCCC=C1N(Cc1ccco1)C(=O)[C@H](CC(=O)NCc1cccc3ccccc13)C2	4	-8%
O=C(NCC1CC1)c1ccc(-c2cn[nH]c2)c2ccoc12	24	16%
Cc1cc(-c2cc(NC=O)c3ncc(-c4cccc(C(=O)NCCN(C)C)c4)n3c2)cc(C)c1O	9	?
CCc1ccc([C@H]2[C@@H]3C(=O)C[C@@H]4C(=O)N(C5CCCCC5)C(=O)[C@@H]4[C@@H]3CN2S(=O)(=O)c2ccc(C)cc2)cc1	-14	8%
COc1ccc(CN2C(=O)c3cccc4cccc(c34)C2c2nc3ccccc3[nH]2)cc1 (stereo unspecified)	89	7%
CC(C)(C)c1ccc(CC(=O)N2CCC2(C)C(=O)NS(=O)(=O)c2ccc(Cl)cc2)cc1 (stereo unspecified)	-22	-5%
C[C@H](CO)N1C[C@H](C)[C@H](CN(C)C(=O)Nc2cccc3ccccc23)OCc2cnnn2CCCC1=O	1	10%
O=C1NC(Cc2ccccc2)c2nc3ccc(Br)cc3c(=O)n2-c2cc3ccccc3cc21 (stereo unspecified)	17	-1%
CN(c1ccccc1)S(=O)(=O)c1cc(C(=O)NCc2ccco2)ccc1Cl	56	0%
C=CCC[C@H](CCCCC)OC(=O)/C=C/[C@H](O)[C@@H](O)C[C@H](O)CC=C	-2	1%
C=CCn1c(SCC(=O)Nc2cc(C)on2)nc2ccccc21	-10	-8%
CC(=O)NCC1(c2ccccc2)CCN(CCCC(=O)c2ccc(F)cc2)CC1	-13	-2%
O=C(NCc1ccc(F)cc1F)[C@@H]1CCCN1C(=O)[C@@H]1CCCN1	-4	-25%
CC(=O)c1cccc(-c2ccnc3c2CC(C(=O)NCc2ccncc2)O3)c1 (stereo unspecified)	3	-4%
CCN(CC)C(=O)C1=C(C)N(Cc2ccc(OC)cc2)C(=O)C(CC(=O)NCCCCc2ccccc2)C1 (stereo unspecified)	10	8%
CCCCCCCCN1C(=O)[C@H](CC(=O)NCCC(C)C)C[C@@]2(C(=O)OC)CCCCC=C12	14	2%
COc1cccc(CNC(=O)[C@@H]2CCCN2C(=O)[C@H]2CCCCN2C(=O)c2c(F)cccc2F)c1	1	5%
C[C@H]1CN([C@@H](C)CO)S(=O)(=O)c2ccc(Br)cc2O[C@H]1CN(C)C(=O)Cc1ccncc1	-3	0%
COc1cccc(-c2cnc(C(O)c3cc(Cl)cc(Cl)c3)[nH]2)c1 (stereo unspecified)	27	3%
COc1ccc(NC(=O)Cn2nnc(-c3ccccc3)c2COc2ccc(C(C)=O)cc2)cn1	22	3%
CC1(C(=O)NS(=O)(=O)c2ccc(Cl)cc2)CCN1C(=O)CCc1ccccc1 (stereo unspecified)	-9	-7%
O=C1NC[C@@H](CCCCN2C[C@H](Cc3ccc(O)cc3)N(Cc3ccccc3)C(=O)C2=O)N(CCC2CCCCC2)C1=O	-22	-2%
COc1ccc(-c2coc3c(C(=O)Nc4cc(OC)c(OC)c(OC)c4)cccc23)c(C)c1	-65*	-18%
N#CCOc1ccccc1CNC[C@H]1O[C@@H](n2cnc3c(=O)[nH]c(N)nc32)[C@H](O)[C@@H]1O	8	2%
O=S(=O)(c1ccccc1)N1CCN(CCOc2ccc(F)cc2)CC1	-37	-2%
CCOC(=O)Cc1c(-c2cccc(Br)c2)nc2c3ccccc3ccn12	37	-10%
O=C(NC(Cc1nn[nH]n1)C(=O)OCc1ccccc1)OCc1ccccc1 (stereo unspecified)	-24	-4%

Four of the compounds above, bar-delimited.
mol | HCMV antiviral | AMA1-RON2 inh
COc1cccc(CNC(=O)[C@@H]2CCCN2C(=O)[C@H]2CCCCN2C(=O)c2c(F)cccc2F)c1 | 1 | 5%
O=C1NC[C@@H](CCCCN2C[C@H](Cc3ccc(O)cc3)N(Cc3ccccc3)C(=O)C2=O)N(CCC2CCCCC2)C1=O | -22 | -2%
COc1ccc(NC(=O)Cn2nnc(-c3ccccc3)c2COc2ccc(C(C)=O)cc2)cn1 | 22 | 3%
CCOC(=O)Cc1c(-c2cccc(Br)c2)nc2c3ccccc3ccn12 | 37 | -10%

(further entries)
SMILES	HCMV antiviral	AMA1-RON2 inh
Cc1ccc(NC(=O)CN(C)C(=O)C2CSC3(C)CCC(=O)N23)cc1 (stereo unspecified)	27	0%
CCc1nc2c(OCc3ccc(OC)cc3)cccn2c1N(C)C(=O)c1ccco1	13	1%
CC(=O)Nc1ccc(CNc2nc3cc(-c4ccccc4C)sc3c(=O)n2C)cc1	8	-13%
Cc1ccc(OCCCC(=O)N(C)CC(=O)Nc2c(C)cccc2C)cc1	?	4%
c1ccc(C2(NC3=NCCO3)CCCCC2)cc1	-38	22%
Cc1ccc([C@H]2C[C@H](n3cc(COC(=O)c4ccccc4)nn3)[C@@H](O)CN2Cc2cccs2)cc1	-7	-13%
COc1ccc(CCNCc2cc(OC)cc(OC)c2)cc1	-5	-1%
COCCNC(=O)C1Cc2c(-c3ccc(NC(C)=O)cc3)ccnc2O1 (stereo unspecified)	3	-4%
O=C(CC1CC2CCC1C2)N1CCN(S(=O)(=O)c2ccc(C(F)(F)F)cc2)CC1 (stereo unspecified)	-22	-7%
Cc1cc2nc(C3CCCCC3)c(Cc3cccc(Cl)c3)n2c(C)c1Br	5	-1%
CC1(C(=O)Nc2ccc3c(c2)OCCO3)CCN1Cc1ccc(-c2ccccn2)cc1 (stereo unspecified)	-8	4%
CCOC(=O)c1c(C)[nH]c(C(=O)N(C)CC(=O)Nc2ccc(OCC)c(OCC)c2)c1C	32	-5%
CSc1ccc(Cn2c(C)c(C(=O)NCc3ccccc3C(F)(F)F)sc2=O)cc1	-12	-9%
O=S1(=O)CC(N2CCC(Cc3ccccc3)CC2)CN1C1CCCCC1 (stereo unspecified)	-23	-15%
CN1CCCC2c3ccccc3CCC21 (stereo unspecified)	-32	3%
O=C(NC(c1ccc(-c2ccccc2)cc1)c1cnccn1)C1CCN(Cc2ccc(Oc3ccccc3)cc2)CC1 (stereo unspecified)	-1	13%
CC1(C(=O)Nc2ccc3ccccc3c2)CCC(=O)N1CCc1c[nH]c2ccccc12 (stereo unspecified)	29	-24%
CN(CC(=O)Nc1ccc(Cl)c(C(F)(F)F)c1)C(=O)C1CC(=O)N(c2ccc3c(c2)OCCO3)C1 (stereo unspecified)	-9	-15%
CC(C#N)(NC(=O)CN1CCN(S(=O)(=O)c2cccc(F)c2)CC1)C1CC1 (stereo unspecified)	20	-10%
CCCCC[C@@H](C)N1C[C@H](COCc2ccccc2)Oc2cc(N3CC[C@H](N(C)C)C3)ccc2S1(=O)=O	-101*	?
Nc1cc(C(=O)N2CCN(c3ccccc3Cl)CC2)ccc1N1CC2CC(C1)c1cccc(=O)n1C2 (stereo unspecified)	-15	-14%
CCc1nc2ccc(C(=O)N3CCCCC3)cn2c1N(CCC(C)C)CCN(C)C	-25	3%
C1=C[C@H]2CCCN3CC[C@@H]([C@@H]2[C@]32CO2)[C@H]1CCOCc1ccccc1	-24	-2%
N#CC(=C1C=C(Br)C(=NO)C=C1Cl)c1ccc(Cl)cc1	2	20µM*

Complete entries, looked up by structure. Values in the order: HCMV antiviral, AMA1-RON2 inh
Record of CSc1ccc(Cn2c(C)c(C(=O)NCc3ccccc3C(F)(F)F)sc2=O)cc1 = -12, -9%
Record of O=C(NC(c1ccc(-c2ccccc2)cc1)c1cnccn1)C1CCN(Cc2ccc(Oc3ccccc3)cc2)CC1 (stereo unspecified) = -1, 13%
Record of O=S1(=O)CC(N2CCC(Cc3ccccc3)CC2)CN1C1CCCCC1 (stereo unspecified) = -23, -15%
Record of CCc1nc2ccc(C(=O)N3CCCCC3)cn2c1N(CCC(C)C)CCN(C)C = -25, 3%
Record of N#CC(=C1C=C(Br)C(=NO)C=C1Cl)c1ccc(Cl)cc1 = 2, 20µM*

Next section.
SMILES	HCMV antiviral	AMA1-RON2 inh
CCCCNC(=O)C1(C)CCCCN1C(=O)c1cccc(OC(F)(F)F)c1 (stereo unspecified)	4	6%
NC(Cc1ccc(C(F)(F)F)cc1)c1csc(Nc2nccc(C(F)(F)F)n2)n1 (stereo unspecified)	?	106%[activator]
CCCCCCCCN1C(=O)[C@H](CC(=O)N2CCCC2)C[C@@]2(C(=O)OC)CCCCC=C12	-21	8%
CCCCN(C(=O)c1cccc(-n2cnnn2)c1)c1c(N)n(CCCC)c(=O)[nH]c1=O	-13	-7%
CCOc1ccccc1NC(=O)c1ccc2c(O)c(S(=O)(=O)c3ccccc3)c(=O)[nH]c2c1	-11	-1%
COc1cccc(C(NC(C)=O)c2nc(-c3cccs3)cs2)c1 (stereo unspecified)	1	-8%
Cc1ccc2c(=O)n3c(nc2c1)C(C)NC(=O)c1cccnc1-3 (stereo unspecified)	3	5%
C[C@@H]1CN([C@@H](C)CO)C(=O)CCCn2nncc2CO[C@H]1CN(C)C(=O)Nc1ccccc1F	-2	10%
O=C(NCc1ccc(F)cc1)c1cc(C2CCCCN2C(=O)c2ccc(Cl)cc2)on1 (stereo unspecified)	-14	-2%
COc1ccc(C(O)c2nc(-c3ccccc3OC)cs2)cc1 (stereo unspecified)	-7	11%
COc1cc(CNC(=O)c2cc(-c3ccc(OC)cc3C)n[nH]2)cc(OC)c1	-14	-8%
COc1cc(C=C2CN(C)C(=O)C2=O)ccc1O	-2	?
CCCCNC(=O)C1(C)CCCCN1Cc1ccc2ccccc2c1 (stereo unspecified)	1	3%
Cc1ccc([N+](=O)[O-])cc1CN1CCN(c2ncc(Cc3ccccc3)cn2)CC1	19	-17%
O=C1NC[C@H](CCCCN2C[C@H](Cc3ccc(O)cc3)N(CCc3ccc(O)cc3)C(=O)C2=O)N(CC2CCCCC2)C1=O	1	59%[activator]
CC1(c2nnnn2Cc2ccccc2)CCC(=O)N1Cc1cccnc1 (stereo unspecified)	-15	1%
Cc1cc(C)n(CCNC(=O)[C@H]2O[C@@H](n3ccc(=O)[nH]c3=O)[C@H](O)[C@@H]2O)n1	-4	13%
COC(=O)[C@]12CCCCC=C1N(CCC1=CCCCC1)C(=O)[C@H](CC(=O)N1CCN(C(=O)c3ccco3)CC1)C2	-17	-14%
COc1ccc(CN2CC[C@@H]3CN(C(C)=O)[C@H](c4ccccc4Br)C[C@@H]32)cc1	0	8%
CC1C(=O)N(Cc2cn(Cc3ccco3)nn2)CCS(=O)(=O)N1Cc1ccc(-c2ccc(F)cc2Cl)cc1 (stereo unspecified)	-4	4%
CC(O)(c1ccc(F)c(F)c1)c1nc(-c2csc3ccccc23)cs1 (stereo unspecified)	-2	-3%
COc1ccc(OC)c(N2C(=O)c3ccccc3C2c2nnnn2-c2ccc3c(c2)OCCO3)c1 (stereo unspecified)	-21	-4%
CN1CCC(OC2c3ccccc3CCc3ccccc32)CC1	?	-4%
CCCCCCCCN1C(=O)[C@H](CC(=O)NCc2ccc(OC)c(OC)c2)C[C@@]2(C(=O)OC)CCCCC=C12	23	-10%
CCCCNC(=O)C1(C)CCC(=O)N1C1CCN(Cc2ccccc2)CC1 (stereo unspecified)	-7	3%

An excerpt. The share of hits here may be higher or lower than overall.
